High-throughput results (PubChem)
NS5 inhibitors – Dengue-2 NS5 methyltransferase inhibitors, primary screen, biochemical, confirmation dose response (AID 588689) | Dengue-2 NS5 methyltransferase capping enzyme assay, biochemical; higher % means a stronger effect | Genome polyprotein (Dengue virus type 2 (strain 16681-PDK53)) | 340,000 compounds, 0.3% hits | one-dose inhibition, % at 25 µM; IC50 in µM for titrated hits; in the data active = a potency from the dose series; inconclusive = inhibition above about 29% without an active follow-up result
MgcRacGAP inhibition – MgcRacGAP GTPase-activating activity inhibitors, confirmation, biochemical, ADP Hunter fluorescence; Rac GTPase-activating protein 1 (Homo sapiens); MgcRacGAP-stimulated Rac1 GTP hydrolysis, ADP Hunter fluorescence; higher % means a stronger effect; GST-tagged Rac1 F28L mutant substrate; AID 624330, 2012; 340,000 compounds, 0.6% hits; inhibition, % at 30 µM, or IC50 in µM where a hit was titrated;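 active = first-screen hits whose inhibition reached a set limit at any dose in the follow-up dose series; inconclusive = inhibition above the set first-screen limit but never retested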;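 also: fluorescence reports GDP produced by GAP-driven GTP hydrolysis; strong numbers were not always called active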
NS5 inhibitors pilot replicate – further read-out of NS5 inhibitors, marked with its call; inhibition, %; measured here: pilot screen replicate inhibition
Active calls of the source: *; ? = inconclusive. Only part of the results is shown, so the mix of outcomes need not match the whole.

SMILES	NS5 inhibitors	MgcRacGAP inhibition	others
COCCCNC(=O)CC1C[C@H](C(=O)N2CCCCC2)[C@@]2(C)c3[nH]c4ccccc4c3CCN2C1=O (stereo partly drawn)	3%	9%	NS5 inhibitors pilot replicate=2.8
CCCCC(=O)c1ccc(OC(=O)c2ccc([N+](=O)[O-])cc2)cc1	-7%	2%
Cc1ccc(S(=O)(=O)N(Cc2ccc([N+](=O)[O-])cc2)C(=O)N2CCN(C)CC2)cc1	-6%	1%
CCCCN1C(=O)C(CC(=O)NCCCN(C)C)CC(C(=O)N(C)C)=C1C (stereo not drawn)	-2%	15%
CCS(=O)(=O)c1ccc(O)c(NC(=O)c2ccc(S(=O)(=O)N3CCCCCC3)cc2)c1	-5%	1%
COc1ccc(CN(C)C(=O)C2CC(=O)N(c3ccc4c(c3)OCCO4)C2)cc1 (stereo not drawn)	-4%	1%
CC1(c2ccc3c(c2)OCO3)NC(=O)N(CC(=O)Nc2ccccc2)C1=O (stereo not drawn)	-7%	4%
COc1ccc(C2=CCC3CCCCN3C2)cc1OC (stereo not drawn)	-13%	3%
COc1ccc([C@H]2N[C@]3(CCCN(Cc4ccc(C(F)(F)F)cc4)C3=O)[C@H]3C(=O)N(C)C(=O)[C@@H]23)cc1	-3%	16%
CC1(C)CC[C@]2(C(=O)O[C@@H]3OC(CO)[C@@H](O)[C@H](O)[C@H]3O)CC[C@]3(C)C(=CCC4[C@@]5(C)CC[C@H](O[C@@H]6OC(C(=O)O)[C@@H](O)[C@H](O)[C@H]6O)C(C)(C)C5CC[C@]43C)[C@@H]2C1 (stereo partly drawn)	20%	2%	NS5 inhibitors pilot replicate=2.4
CC(OC(=O)c1cccc(-n2cnnn2)c1)C(=O)Nc1ccc(F)c(F)c1F (stereo not drawn)	-4%	-4%
CCN(C(=O)COC(=O)CCC(=O)c1ccc(Cl)cc1)c1c(N)n(Cc2ccccc2)c(=O)[nH]c1=O	0%	9%
Cc1ccc(CNC(=O)c2ccc(S(=O)(=O)N3CCCCC3)cc2)cc1	9%	-1%
CSc1ncc2[nH]c(C(O)c3ccccc3)nc2n1 (stereo not drawn)	6%	-18%
Cc1nn(CC(=O)NCCC2=CCCCC2)c(C)c1S(=O)(=O)N(C)C	-7%	3%
CCN(C(=O)COc1ccc(C(C)=O)cc1)c1cccc2ccccc12	-1%	1%
O=C(CC(=O)c1ccccc1)CS(=O)(=O)c1ccccc1	-9%	-10%
O=C(Nc1ccc(NS(=O)(=O)c2ccccc2)cc1)c1ccccc1Cl	-7%	-2%
CN(C)CCN1C(=O)c2cccc3cc([N+](=O)[O-])cc(c23)C1=O	?	7%
CCOC(=O)c1c(C)[nH]c(C(C)=NNC(=O)Cn2nc(C)cc2C)c1C	2%	1%
C=CCC[C@@H](Cc1ccc(F)cc1)C(=O)OC[C@@H](NC(=O)[C@H](CC=C)CC(=O)NCCO)C(C)(C)C	0%	3%
CC1CC(C)CN(c2nc3c(c(=O)n(C)c(=O)n3C)n2CCSc2nc3ccccc3o2)C1 (stereo not drawn)	-6%	8%
O=C(c1ccccc1)N1CCN(c2cc(Cl)nc3cc(-c4cccc(Cl)c4)nn23)CC1	-8%	-13%
CC(C)N(C(=O)[C@H]1C[C@H](CC(=O)NCCCn2ccnc2)C(=O)N2CCc3c([nH]c4cc(-c5ccco5)ccc34)[C@]12C)C(C)C	-3%	9%
COc1ccc(CNC(=O)C2CCN(S(=O)(=O)c3ccc(N4CCCC4=O)cc3)CC2)cc1	-2%	13%
The results go on.
SMILES	NS5 inhibitors	MgcRacGAP inhibition	others
CC(=O)c1cccc(OCc2cc(C(=O)N(C)Cc3nccs3)no2)c1	6%	2%
CCS(=O)c1ccccc1C(=O)OCC(=O)N1CCC(c2ccccc2)=N1 (stereo not drawn)	-2%	5%
CC(=O)c1c(C)[nH]c(C(=O)NNC(=O)COc2cc(C)ccc2C(C)C)c1C	-2%	2%
O=C(NCc1ccccc1)c1cccc(NC(=O)c2ccccc2)c1	-10%	-3%	NS5 inhibitors pilot replicate=-4.5
COC(=O)C1=C(C(=O)OC)[C@]2([C@@H]3CCCCN[C@@H](Cc4ccccc4)C(=O)N3Cc3ccccc3)C=C[C@H]1O2	-1%	3%
CC(C)CC1NC(=O)N(CC(=O)NC2CCCCC2)C1=O (stereo not drawn)	8%	8%
COc1ccc(CN(C)CCCn2cnc(C(=O)Nc3ccc(C)c(C)c3)n2)cc1OC	1%	8%	NS5 inhibitors pilot replicate=1.8
c1ccc(CN=C(NCc2ccccc2)NCc2ccccc2)cc1	-3%	3%
O=C(c1ccc(N2CCCC2)c([N+](=O)[O-])c1)N1CCN(S(=O)(=O)c2ccccc2)CC1	5%	5%
COc1ccc(CN2CCC[C@]3(N[C@H](c4ccccc4)[C@@H]4C(=O)N(C)C(=O)[C@@H]43)C2=O)cc1	-2%	14%
O=C1C=C(C#Cc2ccc(Oc3ccccc3)cc2)C[C@@H](c2ccc(F)cc2)C1	-1%	16%
CC1CN(C(=O)CSc2nnc(C3CCCCC3)n2N)CC(C)O1 (stereo not drawn)	1%	4%
COC(=O)[C@@]1(Cc2ccccc2)[C@H]2C(=O)N(Cc3ccccc3)C(=O)[C@H]2[C@H]2CN=C(SCc3ccc(Cl)cc3)N21	3%	8%	NS5 inhibitors pilot replicate=-1.8
CC(Sc1nnnn1C1CC1)C(=O)N1c2ccccc2NC(=O)C1(C)C (stereo not drawn)	-2%	7%
O=C1c2ccccc2[C@@H]2C[C@@H](O)[C@H](Nc3cccc4ccccc34)CCN12	14%	21%	NS5 inhibitors pilot replicate=6.7
CCN(CC(=O)NC(C)C)C(=O)c1cc(S(=O)(=O)N2CCCCC2)ccc1N1CCCCC1	-2%	5%
CCN(Cc1ccncc1)C(=S)Nc1ccccc1C	-2%	13%
Cc1cc(O)cc2c1C1CCC3(C)C(O)CCC3C1C=C2 (stereo not drawn)	4%	15%
NC(=O)C(CCCCN1CCCCC1)(c1ccccc1)c1ccccc1	2%	10%
COc1ccc(C(=O)NCCCN2CCN(CCCNC(=O)c3ccc(OC)c(OC)c3)CC2)cc1OC	-2%	9%
COc1ccc(C(=O)C(=NNc2ccccc2)c2ccc(OC)cc2)cc1	-5%	5%
CN(C(=O)c1ccc(NC(=O)Cc2ccc(NC(=O)C3CCN(C(=O)C4CC4)CC3)cc2)cc1)C1CCCC1	-8%	1%	NS5 inhibitors pilot replicate=-4.2
CCc1cc(C(=O)NCC(c2ccc(OC)cc2)N2CCOCC2)sc1C (stereo not drawn)	-6%	28%
Cc1ccc(C)c(NC(=O)CN(C)C(=O)c2ccccn2)c1	1%	5%
CC1CCCCC1NC(=O)COC(=O)c1ccc2c(c1)NC(=O)CS2 (stereo not drawn)	-1%	1%
Other entries follow.
SMILES	NS5 inhibitors	MgcRacGAP inhibition	others
COc1ccc(/C=C/c2c(-c3ccc(OC)cc3)sc3cc(OC)c(OC)cc23)cc1	-1%	8%	NS5 inhibitors pilot replicate=2.1
CN(Cc1ccccc1)Cc1ccccc1C(O)c1ccccc1 (stereo not drawn)	-7%	3%
Nc1nc(=S)c2ncn(C3OC(CO)CC3O)c2[nH]1 (stereo not drawn)	7%	11%
CCOC(=O)[C@H]1[C@H]2COc3ccc(C)cc3[C@@H]2N2C(=O)CN(C)C(=O)[C@@]12C	-2%	8%
O=C(CNC(=O)c1ccc(Cl)cc1)OCN1C(=O)c2ccccc2C1=O	5%	5%
C[C@@H]1CN([C@H](C)CO)C(=O)CCCn2nncc2CO[C@H]1CN(C)Cc1ccc2cccnc2c1	-6%	8%
CN1OC[C@@H]2CN(Cc3cc(Cl)cc(Cl)c3)[C@H](c3cccc(Oc4ccccc4)c3)C[C@@H]21	5%	7%
O=C1N[C@@H](Cc2ccccc2)COC(=O)[C@H](Cc2ccc(F)cc2)CC/C=C/C[C@H]1CC(=O)N(CCO)Cc1ccccc1	-6%	7%
C=CCN(c1ccccc1OC)S(=O)(=O)c1cccc(C(=O)NCC(c2ccc(OC)cc2)N2CCCC2)c1 (stereo not drawn)	-3%	5%
CC(C)N(Cc1ccccc1)C(=O)COC(=O)C1CCN(c2ccc(C(F)(F)F)cn2)CC1	-1%	3%
CCc1ccc(C(=O)CN2C(=O)NC3(CCCCCC3)C2=O)cc1	-3%	2%
N#Cc1c(Nc2ccccc2)[n+]([O-])c2ccc(Cl)cc2[n+]1[O-]	13%	5%
CCN1C[C@@H]2[C@@H]3C(=O)N(C)C(=O)[C@@H]3[C@](CC)(C1=O)N2C(=O)c1ccc(F)cc1	1%	9%
CCN(C[C@H]1N[C@@](CC)(C(=O)OC)[C@H]2C(=O)N(C)C(=O)[C@@H]12)S(=O)(=O)c1ccccc1	4%	-9%	NS5 inhibitors pilot replicate=-0.3
O=C(OCC(=O)N1CCC(Cc2ccccc2)CC1)c1ccc(O)cc1	-3%	17%
CC1CCCCC12NC(=O)N(CC(=O)Nc1nccs1)C2=O (stereo not drawn)	-1%	-2%
CC[C@@H]1CCCCc2ccccc2[C@@H](C(=O)C[C@@H](O)CC(C)=O)OC1=O	-3%	4%	NS5 inhibitors pilot replicate=0.0
Cc1ccc(S(=O)(=O)N2CCN(C(=O)COC(=O)CNC(=O)c3ccc(C(C)(C)C)cc3)CC2)c(C)c1	-6%	6%
Cc1nnc(SCC(=O)c2c(N)n(C3CC3)c(=O)[nH]c2=O)n1C	0%	-1%
CC12CCC(C(S(=O)(=O)Nc3ccccc3)C1=O)C2(C)C (stereo not drawn)	7%	-5%
CC(C)(C)OC(=O)C[C@H]1C/C=C\C[C@H](CC(=O)NCCO)C(=O)N[C@@H](c2ccccc2)COC1=O	7%	9%
O=C(O)c1ccccc1NC(=O)C1CCN(S(=O)(=O)c2ccc3c(c2)OCCO3)CC1	9%	5%
CN(C1=NS(=O)(=O)N=C(N(C)c2ccccc2)O1)c1ccccc1	2%	5%
CC(=O)Nc1ccc(SCC(=O)NC(=O)c2ccc(Cl)cc2)cc1	-4%	15%
CC(C)NC1(C#N)CCN(Cc2ccccc2)CC1	0%	-2%

A stretch from further up, as a working copy:
SMILES	NS5 inhibitors	MgcRacGAP inhibition	others
CC(=O)Nc1ccc(SCC(=O)NC(=O)c2ccc(Cl)cc2)cc1	-4%	15%
CC(C)NC1(C#N)CCN(Cc2ccccc2)CC1	0%	-2%

Gathered by group, the compounds so far with fluorine
SMILES	NS5 inhibitors	MgcRacGAP inhibition	others
COc1ccc([C@H]2N[C@]3(CCCN(Cc4ccc(C(F)(F)F)cc4)C3=O)[C@H]3C(=O)N(C)C(=O)[C@@H]23)cc1	-3%	16%
CC(OC(=O)c1cccc(-n2cnnn2)c1)C(=O)Nc1ccc(F)c(F)c1F (stereo not drawn)	-4%	-4%
C=CCC[C@@H](Cc1ccc(F)cc1)C(=O)OC[C@@H](NC(=O)[C@H](CC=C)CC(=O)NCCO)C(C)(C)C	0%	3%
O=C1C=C(C#Cc2ccc(Oc3ccccc3)cc2)C[C@@H](c2ccc(F)cc2)C1	-1%	16%
O=C1N[C@@H](Cc2ccccc2)COC(=O)[C@H](Cc2ccc(F)cc2)CC/C=C/C[C@H]1CC(=O)N(CCO)Cc1ccccc1	-6%	7%
CC(C)N(Cc1ccccc1)C(=O)COC(=O)C1CCN(c2ccc(C(F)(F)F)cn2)CC1	-1%	3%
CCN1C[C@@H]2[C@@H]3C(=O)N(C)C(=O)[C@@H]3[C@](CC)(C1=O)N2C(=O)c1ccc(F)cc1	1%	9%

Next part:
SMILES	NS5 inhibitors	MgcRacGAP inhibition	others
COc1ccc(OCCCC(=O)OCC(=O)N2CCN(S(=O)(=O)c3ccc(C)cc3C)CC2)cc1	9%	-3%
Cc1cccc(C(=O)OCC(=O)c2ccc3c(c2)NC(=O)CO3)c1	-4%	6%
COc1ccc(CCC(=O)Nc2cccc(S(=O)(=O)N3CCOCC3)c2)cc1OC	-6%	1%
O=C(CC1SC(N2CCCC2)=NC1=O)Nc1ccc(C(=O)NCc2ccc(F)cc2)cc1 (stereo not drawn)	-10%	6%
CC(C)[C@@H]1CN=C(N)N1C[C@@H]1CCCN1C[C@H](C)N1C[C@@H](Cc2ccccc2)N(CCc2ccc(Cl)c(Cl)c2)C1=N	0%	15%	NS5 inhibitors pilot replicate=-1.5
COC(=O)C[C@H]1C[C@@H]2c3cc(NS(=O)(=O)c4cccc(OC)c4)ccc3O[C@@H]2[C@@H](CO)O1	-9%	6%
Cc1ccc(S(=O)(=O)N(CCc2ccccc2)c2ccc3c(c2)C2CC3CCN2C(=O)OCc2ccccc2)cc1 (stereo not drawn)	6%	12%
Cc1ccc(NC(=O)COC(=O)CCNS(=O)(=O)c2c(Cl)cccc2Cl)cc1	0%	3%
Cc1ccc(OCC(=O)N2C(C)CCCC2C)c([N+](=O)[O-])n1 (stereo not drawn)	-14%	6%
CC(OC(=O)CNC(=O)c1ccccc1)C(=O)Nc1ccc(S(=O)(=O)N2CCOCC2)cc1 (stereo not drawn)	-1%	6%
Cc1cccc(OC(C)C(=O)Nc2ccc3c(c2)OCCO3)c1 (stereo not drawn)	4%	9%
Cc1nc(SCC(=O)NC2CCS(=O)(=O)C2)c2c3c(sc2n1)CCC3 (stereo not drawn)	2%	4%

3 entries from above, ordered by length of the SMILES, falling.
SMILES	NS5 inhibitors	MgcRacGAP inhibition	others
CC(C)[C@@H]1CN=C(N)N1C[C@@H]1CCCN1C[C@H](C)N1C[C@@H](Cc2ccccc2)N(CCc2ccc(Cl)c(Cl)c2)C1=N	0%	15%	NS5 inhibitors pilot replicate=-1.5
CC(OC(=O)CNC(=O)c1ccccc1)C(=O)Nc1ccc(S(=O)(=O)N2CCOCC2)cc1 (stereo not drawn)	-1%	6%
Cc1cccc(C(=O)OCC(=O)c2ccc3c(c2)NC(=O)CO3)c1	-4%	6%
